Compound activity as filed in PubChem BioAssay.
Mm-Cpn inhibitor – Inhibitors of TCP-1 ring complex (TRiC) of Methanococcus maripaludis (MmCpn): qHTS | Chaperonin Mm-Cpn (Methanococcus maripaludis) | purified Mm-Cpn ATPase, ADP Transcreener TR-FRET | Potency, µM (titrated, usually from 76.9 µM), for inactives: at the highest dose activity, negative = inhibition, usual class: inhibitors | hit rate 0.031% among 330,000; also: potency is read from the fitted curve at half-maximal effect; % is scaled to controls: 0 for no effect and ±100 for the full control effect; nearly all actives have a fitted effect of over 80% in size
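Eu-cryptate anti-ADP/ADP-d2 competition gives a ratio inversely related to ADP. Enzyme at 25 nM was pre-exposed to compound for 10 min, then given 10 uM ATP for 30 min, 37°C throughout.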
PI5P4Ka inh – qHTS for Inhibitors of phosphatidylinositol 5-phosphate 4-kinase (PI5P4K) | max response, % | Phosphatidylinositol 5-phosphate 4-kinase type-2 alpha (Homo sapiens), P48426 | PI5P4Kalpha enzyme, ADP-Glo luminescence, 60 min; active compounds read low | hit rate 1.2% among 330,000 | AID 652105, 2013; active = max response of -50% or lower; inconclusive = between -30% and -50%; inactive = -30% or higher; also: value at the top dose of about 77 µM; % is scaled to controls: 0 for no effect and ±100 for the full control effect
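PI5P4Kalpha ADP-Glo assay; 5 microM ATP final; 60 min RT reaction; HEPES pH 7.4/EGTA/CHAPS, 5% DMSO; controls lacking substrate or enzyme; luminescent end-point.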
PLK1 PBD inh – qHTS for Inhibitors of PLK1-PDB (polo-like kinase 1 - polo-box domain): Primary Screen; Plk1 PBD binding of FITC phosphopeptide, fluorescence polarization; hit rate 2.8% among 360,000; Potency, µM, without a hit: max response, negative = inhibition, actives largely listed as inhibitors; AID 720504, 2013; Serine/threonine-protein kinase PLK1 (Homo sapiens), P53350; also: potency is read from the fitted curve at half-maximal effect; series mostly up to about 57 µM; % is scaled to controls: 0 for no effect and ±100 for the full control effect; nearly all actives have a fitted effect of over 65% in size
CCT chaperon mod – High-Throughput Screening for Modulators of Cytosolic Chaperonin Activity; purified chaperonin ATPase assay, HTRF ADP detection, 30 min; activity change, % (concentration not given with the values), hits read low; hit rate 0.3% among 360,000; AID 651819, 2012; in the data active = activity change below about -30%; also: % is scaled to controls: 0 for no effect and ±100 for the full control effect
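We incubate TRiC, 40 or 20 nM final, with library compounds at 76 uM and 10 uM ATP for 30 min at 37 °C. ADP formed is detected with Transcreener HTRF reagents after 30 min at room temperature.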
WRN helicase inh – qHTS for Inhibitors of WRN Helicase. Potency, µM (titrated, usually from 114 µM), inactives show at the top dose activity change, negative = inhibition, actives largely listed as inhibitors. WRN helicase unwinding, fluorescent forked duplex, kinetic. AID 651768, 2012. hit rate 0.46% among 360,000; also: potency is read from the fitted curve at half-maximal effect; % is scaled to controls: 0 for no effect and ±100 for the full control effect; nearly all actives have a fitted effect of over 55% in size
Target sequence (Q14191 whole entry, looked up): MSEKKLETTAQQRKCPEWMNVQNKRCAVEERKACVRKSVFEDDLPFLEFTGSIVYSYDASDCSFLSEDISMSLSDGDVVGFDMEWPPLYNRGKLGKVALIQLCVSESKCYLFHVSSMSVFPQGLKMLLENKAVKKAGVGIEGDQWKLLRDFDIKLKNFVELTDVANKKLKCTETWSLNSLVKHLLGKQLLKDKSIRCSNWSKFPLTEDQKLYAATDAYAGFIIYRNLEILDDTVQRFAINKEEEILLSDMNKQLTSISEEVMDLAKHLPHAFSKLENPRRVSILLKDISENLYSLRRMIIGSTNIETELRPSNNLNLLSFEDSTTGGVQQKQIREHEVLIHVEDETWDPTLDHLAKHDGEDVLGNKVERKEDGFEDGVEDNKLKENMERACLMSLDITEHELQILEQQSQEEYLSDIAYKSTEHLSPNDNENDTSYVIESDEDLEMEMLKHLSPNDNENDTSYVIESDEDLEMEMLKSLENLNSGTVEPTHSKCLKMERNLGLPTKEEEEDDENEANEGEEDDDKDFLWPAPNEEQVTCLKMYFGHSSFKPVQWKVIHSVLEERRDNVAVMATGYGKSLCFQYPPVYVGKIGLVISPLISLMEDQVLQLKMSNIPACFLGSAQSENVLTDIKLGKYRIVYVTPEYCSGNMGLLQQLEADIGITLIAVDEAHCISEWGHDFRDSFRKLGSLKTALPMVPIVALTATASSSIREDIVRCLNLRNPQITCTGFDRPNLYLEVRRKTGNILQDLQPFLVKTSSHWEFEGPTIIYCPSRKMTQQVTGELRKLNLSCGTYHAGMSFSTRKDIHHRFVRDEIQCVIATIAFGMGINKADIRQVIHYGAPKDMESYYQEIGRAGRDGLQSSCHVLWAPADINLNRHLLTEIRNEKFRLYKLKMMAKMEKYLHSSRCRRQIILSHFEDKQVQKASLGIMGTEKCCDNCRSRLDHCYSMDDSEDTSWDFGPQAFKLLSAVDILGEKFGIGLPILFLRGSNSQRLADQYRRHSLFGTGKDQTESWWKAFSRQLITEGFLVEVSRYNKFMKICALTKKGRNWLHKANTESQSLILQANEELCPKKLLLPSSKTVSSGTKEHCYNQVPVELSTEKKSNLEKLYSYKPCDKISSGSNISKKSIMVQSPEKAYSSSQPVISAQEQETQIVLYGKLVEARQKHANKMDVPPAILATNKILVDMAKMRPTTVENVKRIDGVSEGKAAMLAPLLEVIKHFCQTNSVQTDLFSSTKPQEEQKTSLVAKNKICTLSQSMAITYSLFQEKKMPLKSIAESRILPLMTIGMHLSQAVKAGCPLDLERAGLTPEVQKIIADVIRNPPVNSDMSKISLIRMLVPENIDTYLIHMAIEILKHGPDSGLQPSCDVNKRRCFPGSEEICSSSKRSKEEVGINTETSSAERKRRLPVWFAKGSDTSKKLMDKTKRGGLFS
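Kinetic red-fluorescence monitoring (525/598 nm) tracks WRN helicase activity after 100 nM fluorophore-quencher forked duplex and 2 mM ATP are added to 20 nM enzyme pretreated 15 min at room temperature with compound.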
EPAC2 antag – qHTS for Antagonist of cAMP-regulated guanine nucleotide exchange factor 2 (EPAC2): primary screen. EPAC2 GEF exchange of Rap1B-BODIPY-GDP, fluorescence. Potency, µM (highest dose often 114 µM), for inactives: at the top dose activity, negative = inhibition, usual class: inhibitors. Rap guanine nucleotide exchange factor 4 (Homo sapiens), Q8WZA2. hit rate 0.18% among 360,000; also: potency is read from the fitted curve at half-maximal effect; % is scaled to controls: 0 for no effect and ±100 for the full control effect; nearly all actives have a fitted effect of over 45% in size; many of its hits are not listed in these tables
EPAC1 antag – qHTS for Antagonist of cAMP-regulated guanine nucleotide exchange factor 3 (EPAC1): primary screen; Rap guanine nucleotide exchange factor 3 (Homo sapiens), O95398; EPAC1 GEF assay, Rap1b-BODIPY-GDP exchange fluorescence; Potency, µM (titrated, usually from 115 µM), inactives show top-dose activity change, negative = inhibition, actives largely listed as inhibitors; hit rate 0.14% among 360,000; AID 720709, 2013;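 also: potency is read from the fitted curve at half-maximal effect; plate controls were vehicle for no effect and positive control for full effect; nearly all actives have a fitted effect of over 50% in size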
EPAC1 agonist – qHTS for Agonist of cAMP-regulated guanine nucleotide exchange factor 3 (EPAC1): primary screen. Rap guanine nucleotide exchange factor 3 (Homo sapiens), O95398. EPAC1 agonist qHTS, biochemical assay; response scale: 100% = response to 6.5 mM cAMP. Potency, µM (series often up to 154 µM), for inactives: at the top dose activation, hits mostly activators. hit rate 0.073% among 360,000. AID 720707, 2013; also: potency is read from the fitted curve at half-maximal effect; nearly all actives have a fitted effect of over 60% in size
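Multi-concentration qHTS readout: loss of Rap1B-bound BODIPY-GDP fluorescence driven by 100 nM EPAC1 with excess GDP (50 uM), monitored kinetically at room temperature; agonist response expressed relative to 6.5 mM cAMP.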
An asterisk follows results filed as active; ? = inconclusive; . = no result given; [ ] = remark or other dose. Unless noted, calls follow the shape of the dose curve; as a rule, active = well fitted curve in the direction sought with a large enough effect; inconclusive = small, poorly fitted or top-dose-only effect, or another doubt; inactive = no such curve, though single readings can be large; an effect the other way counts as inactive or inconclusive.

nr	canonical_smiles	EPAC1 antag	CCT chaperon mod	Mm-Cpn inhibitor	PI5P4Ka inh	EPAC1 agonist	EPAC2 antag	PLK1 PBD inh	WRN helicase inh
1	N#Cc1cc(N)c(Nc2ccccc2)cc1C#N	-1%	-2.3	-3%	-5	7%	-1%	-8%	1%
2	CC1=NOC2(C1)N(C)c1ccccc1C2(C)C (stereo not given)	-9%	0.4	-1%	.	6%	-2%	-7%	-2%
3	CN(C)CCN(C(=O)c1ccc2ccccc2c1)c1nc2cc3c(cc2s1)OCO3	-7%	-2.0	.	-3	15%	-14%	-19%	-3%
4	CCOc1ccc(CCNC(=O)COC(=O)/C=C/c2ccc(OCC#N)c(OC)c2)cc1OCC	-24%	-0.2	-2%	-2	-7%	0%	-7%	-5%
5	Cc1ccc(S(=O)(=O)CC(=O)Nc2nc(C(C)(C)C)cs2)cc1	-3%	-0.4	2%	3	1%	-6%	1%	-1%
6	N#CCCN1CCN(S(=O)(=O)c2ccc3c(c2)OCCCO3)CC1	-3%	-3.8	0%	-6	1%	-9%[57.1 µM]	-2%	2%
7	Cn1c(=O)n(C)c2cc(NC(=O)COc3ccccc3)ccc21	4%	0.0	0%	-2	5%	8%	-8%	8%
8	O=C(N/N=C/c1cc([N+](=O)[O-])ccc1Cl)c1cnccn1	0%	0.2	2%	-2	9%	6%	-10%	2%
9	COCCN1C(=O)C(O)=C(C(=O)c2ccco2)C1c1cccc(Oc2ccccc2)c1 (stereo not given)	-9%	2.4	-2%	.	8%	-17%	-7%	-21%
10	O=C1CCSC2=C1SCc1sccc12	3%	0.1	.	1	2%	15%	-12%	-3%
11	CSc1nnnn1-c1ccc(C(=O)O)cc1	1%	-1.3	-1%	-14	-2%	7%	-5%	-3%
12	COc1ccc(S(=O)(=O)N2CCN(CC3CC=CCC3)CC2)cc1 (stereo not given)	10%	-3.0	1%	-4	10%	-10%	-4%	0%
13	Cn1c(N)c(C#N)c(-c2ccccc2)c(C#N)c1=O	-15%	-0.1	.	3	1%	10%	-8%	-11%
14	CCC(=O)Nc1nc2ccccc2n1Cc1ccccc1C	-1%	-5.0	1%	0	-1%	-7%	-4%	-9%
15	Cc1ccc2sc(=O)[nH]c2c1	2%	1.3	5%	4	-2%	2%	?	6%
16	Cc1ccc(-c2nc(CCNC(=O)c3ccco3)cs2)cc1	-2%	-2.7	-2%	4	11%	7%	-6%	6%
17	CN(Cc1ccc(Cl)s1)C(=O)CNC(=O)CNC(=O)c1ccc(Cl)cc1Cl	33%[activator]	-0.3	-1%	-4	-11%	9%	-8%	7%
18	Cn1ccc(C(=O)OCC(=O)Nc2ccccc2Cl)n1	5%	-1.8	1%	-9	-5%	-1%	-18%	12%
19	CC(C)C[C@@H](CN1CCC[C@@H]1CN1C(=O)C(=O)NC[C@@H]1Cc1ccc(O)cc1)N1C[C@H](Cc2ccc(O)cc2)N(CC2CCCCCC2)C(=O)C1=O	-12%	0.1	.	-2	-5%	-13%	-5%	0%
20	O=C1C=C(c2ccccc2)CC(/C=C/c2ccccc2)C1 (stereo not given)	-10%	-3.3	-1%	17	2%	-1%	-5%	-4%
21	Cc1nc(CSc2nnc(N)s2)cs1	-8%	0.2	3%	-2	7%	-18%	-4%	-1%
22	CS(=O)(=O)c1ccc2nc(NC(=O)c3ccccc3Br)sc2c1	4%	1.8	0%	-12	12%	3%	-24%	-9%
23	O=C1CCCc2nc(NCc3ccco3)ncc21	-14%	-0.7	0%	-7	5%	5%	5%	-21%
24	O=C1NC[C@@H](CCCCN2C[C@H](Cc3ccccc3)N(CCc3ccc(O)cc3)C(=O)C2=O)N(CCc2ccccc2)C1=O	-6%	1.1	.	2	5%	-13%	-8%	3%

Full records from above. Values in the order: EPAC1 antag, CCT chaperon mod, Mm-Cpn inhibitor, PI5P4Ka inh, EPAC1 agonist, EPAC2 antag, PLK1 PBD inh, WRN helicase inh
`Cn1ccc(C(=O)OCC(=O)Nc2ccccc2Cl)n1` in the list: 5%, -1.8, 1%, -9, -5%, -1%, -18%, 12%
`CN(Cc1ccc(Cl)s1)C(=O)CNC(=O)CNC(=O)c1ccc(Cl)cc1Cl` in the list: 33%[activator], -0.3, -1%, -4, -11%, 9%, -8%, 7%

(cont.)
nr	canonical_smiles	EPAC1 antag	CCT chaperon mod	Mm-Cpn inhibitor	PI5P4Ka inh	EPAC1 agonist	EPAC2 antag	PLK1 PBD inh	WRN helicase inh
25	Cc1nc2ccc(NC(=S)NC(C)C)cc2nc1C	-17%	-1.3	0%	.	14%	-3%	-9%	-2%
26	COc1ccccc1N(C(C)=O)C1=C(Cl)C(=O)c2ccccc2C1=O	-23%	0.7	.	-89*	5%	18%	3µM*	-7%[11.6 µM]
27	O=C(NCc1cccnc1)C1CC(=O)N(c2ccc(F)cc2)C1 (stereo not given)	11%	0.2	1%	-2	3%	15%	-3%	6%
28	Cc1c(C)c2c(c(C)c1O)CCC(C)(C(=O)O)O2 (stereo not given)	-9%	-4.0	-1%	0	-10%	16%	-11%	-1%
29	O=C(c1cc(N2CCCCC2)nc2ccccc12)N1CCOCC1	-7%	-2.3	0%	.	12%	-3%	-8%	7%
30	Cc1ccc(C(=O)NCC(=O)Nc2cc(C)ccn2)cc1	2%	-4.5	0%	0	11%	-9%	-6%	0%
31	CCC1(c2ccccc2)NC(=O)N(CC(=O)NCc2ccc(C)cc2)C1=O (stereo not given)	4%	-0.7	-4%	-19	8%	-7%	-7%	4%
32	O=C1[C@H]2[C@@H](c3ccccc3)N[C@]3(CCCN(Cc4ccccc4)C3=O)[C@H]2C(=O)N1Cc1ccccc1	-10%	-2.8	.	1	3%	2%	-14%	-3%
33	CN(C)c1ccc(NC(=O)Cn2c(=O)n(Cc3ccccc3)c(=O)c3ccccc32)cc1	8%	0.3	1%	.	-1%	17%	-1%	12%
34	Cc1ccc(Nc2cc(C)nc3ncnn23)c(C)c1	-1%	-2.0	-1%	0	2%	5%	-22%	-18%
35	COc1ccc(CNCC(=O)Nc2cc(C)nn2-c2nc(C)cc(C)n2)cc1OC	-13%	-1.3	3%	-2	9%	-1%	-5%	-8%
36	O=C(/C=C/c1ccccc1)Nc1ccc(S(=O)(=O)N2CCOCC2)cc1	7%	-0.9	.	8	-7%	-7%	-2%	-21%
37	Cc1c(C(=O)O)sc2nc3n(c(=O)c12)CCCCC3	10%	-2.3	.	-2	1%	4%	3%	0%
38	CCOc1cc(/C=N/NC(=O)C(OC)c2ccccc2)ccc1O (stereo not given)	-17%	-4.3	1%	3	12%	-1%	-5%	-10%
39	CCOC(=O)CCCNc1ccc([N+](=O)[O-])cc1[N+](=O)[O-]	-5%	0.8	0%	10	4%	0%	-8%	-15%
40	CC1(C(=O)NCCOc2ccccc2Cl)CC1(Cl)Cl (stereo not given)	-9%	1.8	-2%	0	-2%	-13%	3%	4%
41	COC(=O)C(NC(=O)c1cccnc1Cl)C(C)C (stereo not given)	0%	-2.8	0%	-11	9%	-7%	-11%	-8%
42	CCCn1cnc2c(Sc3c([N+](=O)[O-])ncn3C)nc(N)nc21	-8%	-20	.	0	-5%	9%	3%	2%
43	COc1ccc(CCN2C(=O)C3C4C=CC(C5CC45)C3C2=O)cc1OC (stereo not given)	-15%	-1.1	0%	-1	-4%	-2%	-15%	-1%
44	Cc1ccc(SCc2[nH]nc3c2C(c2ccco2)C(C#N)=C(N)O3)cc1 (stereo not given)	4%	-5.2	0%	.	9%	1%	9.5µM*	-21%
45	O=C(Cn1cnc2c(nnn2-c2ccccc2)c1=O)NCCc1ccccc1	-9%	-0.6	5%	5	0%	-8%	-14%	-12%
46	CSc1nc(NCCOCCO)c2sc3nc(-c4ccco4)c4c(c3c2n1)CCC4	-11%	-0.1	-5%	-10	-8%	5%	-6%	-13%
47	CCC(C)C(NC(=O)C1CCC(C)CC1)C(=O)NCc1ccco1 (stereo not given)	3%	2.0	1%	5	4%	-11%	1%	-2%
48	Cc1ccc(NC(=O)COC(=O)c2ccc3c(c2)NC(=O)C2CCCN32)cc1 (stereo not given)	-7%	-4.0	-15%	.	10%	-1%	-9%	-8%
49	COc1cc2ncc(C(=O)c3ccccc3)c(N3CCN(Cc4ccccc4)CC3)c2cc1OC	-9%	-0.9	0%	5	10%	-9%	3%	-17%
50	COC(=O)C(C)Oc1ccc2cc(-c3ccccc3)c(=O)oc2c1 (stereo not given)	-9%	-1.9	0%	-1	-1%	-14%	-10%	-6%
51	Cc1nn(-c2ccc(F)cc2)c2sc(C(=O)OCC(=O)N3CCC(C)CC3)cc12	-7%	-1.8	-3%	.	10%	-1%	-8%	4%
52	Cc1snc(SCC(=O)c2ccc([N+](=O)[O-])cc2)c1C#N	-28%	1.0	2%	-57*	5%	-10%	9.5µM*	-31%[57.1 µM]
53	COc1ccc(-c2cc(=O)oc3cc(OC(C)C(=O)NC(Cc4c[nH]c5ccc(O)cc45)C(=O)O)ccc23)cc1 (stereo not given)	-14%	-1.0	-2%	11	14%	?	3%	-13%
54	CC(=O)c1cc(CC(=O)N2CCc3c([nH]c4ccccc34)C2c2ccccn2)cs1 (stereo not given)	?	0.6	1%	3	5%	-12%	-5%	-32%
55	O=C(c1ccc(S(=O)(=O)N2CCOCC2)cc1)N1CCc2ccccc2C1	-14%	-1.0	-10%	3	15%	-4%	-11%	-2%

These rows are one share of the data. The share of hits here may be higher or lower than overall.
